Assay outcomes: PubChem BioAssay, several laboratories
Rad51 HR inh – blocks human Rad51 in homologous recombination; Q06609; hRad51 DNA strand exchange, fluorescence dequenching; inhibition, % at 10 µM; actives 0.085% (n = 200,000); AID 1385;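 active = inhibition above 40% at the single screening dose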;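 also: 0% = DMSO control wells and 100% = blanks with heterologous ssDNA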
Target sequence (Q06609 whole entry, looked up): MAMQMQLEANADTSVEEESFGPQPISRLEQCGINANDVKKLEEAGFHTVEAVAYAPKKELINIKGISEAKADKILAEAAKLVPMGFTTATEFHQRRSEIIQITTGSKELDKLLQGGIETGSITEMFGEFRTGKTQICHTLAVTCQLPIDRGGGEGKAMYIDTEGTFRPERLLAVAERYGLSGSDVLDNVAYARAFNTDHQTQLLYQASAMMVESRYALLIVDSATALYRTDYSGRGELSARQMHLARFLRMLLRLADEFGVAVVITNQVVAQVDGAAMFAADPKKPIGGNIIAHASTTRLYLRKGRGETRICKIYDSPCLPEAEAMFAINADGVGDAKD
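Test system – preformed human Rad51 ssDNA filaments · Reagent – Donor/quencher-labelled 47-bp dsDNA substrate · Incubation – 37 °C 15-min filament assembly, 30-min compound preincubation, 15-min exchange · Signal – FRET fluorescence dequenching, excitation 485 nm, emission 520 nm · Read-out – percent inhibition from fluorescence, normalised to plate control and blank means · Benchmarks – plate control and blank wells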
PERK inhibitor – human PERK inhibition, primary cell-based screen; CHO PERK-DD fusion, SEAP luminescence translation reporter; Q9NZJ5; inhibition, % at 5.6 µM; actives 0.17% (n = 220,000);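 active = inhibition above the mean inhibition of all tested compounds plus 3 SD, set separately per screening campaign, cut at about 2.9% in these data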;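 also: PERK kinase domain activated by AP20187 dimerizer at 100 nM; 0% = DMSO with dimerizer and 100% = rapamycin at 8.4 µM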
TNF necrop inh – inhibitors of TNF-alpha induced necroptosis in Jurkat FADD-/- cells; Jurkat FADD-/- TNF necroptosis rescue, ATP luminescence, 24 h; 0 = TNF only, 100 = no-TNF cells; activation (protection from cell death), % at 10 µM; actives 0.068% (n = 220,000); AID 463075;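 active = activation, meaning protection from cell death, of at least 50% relative to plate controls; inactive = activation below 50%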;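 also: necroptosis triggered by 40 ng/mL TNF-alpha added together with compound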
MDM2 E3 inh – inhibitors of human Mdm2 E3 ubiquitin ligase; cell-based MDM2 ubiquitination luciferase reporter, 2 h; 0 = plate control, 100 = twice control, blank-subtracted; signal enhancement, % at 5 µM; actives 0.11% (n = 210,000);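 active = signal enhancement of 30% or more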;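 also: luminescence tracks abundance of the self-degrading MDM2-luciferase fusion protein; higher signal means inhibition of MDM2 E3 ligase activity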
Target sequence (Q00987 whole entry, looked up, the tested form may be a part): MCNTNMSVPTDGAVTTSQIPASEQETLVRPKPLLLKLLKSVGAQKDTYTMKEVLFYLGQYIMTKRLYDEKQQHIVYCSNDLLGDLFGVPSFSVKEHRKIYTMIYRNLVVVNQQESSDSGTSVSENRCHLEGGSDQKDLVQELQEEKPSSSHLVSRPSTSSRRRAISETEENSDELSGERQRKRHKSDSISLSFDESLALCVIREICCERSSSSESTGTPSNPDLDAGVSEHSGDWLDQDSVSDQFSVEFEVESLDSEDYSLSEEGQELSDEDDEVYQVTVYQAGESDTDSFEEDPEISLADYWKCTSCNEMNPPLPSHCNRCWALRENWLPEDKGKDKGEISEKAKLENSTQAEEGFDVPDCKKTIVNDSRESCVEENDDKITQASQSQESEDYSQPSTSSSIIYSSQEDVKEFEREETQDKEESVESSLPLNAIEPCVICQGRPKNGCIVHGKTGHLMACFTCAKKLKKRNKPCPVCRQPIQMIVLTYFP
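System: stable MDM2–luciferase fusion reporter cells / Input: 2000 cells seeded into each well / Schedule: 4 h settle plus 2 h compound, 37 °C / Compound: single-point 5 µM / Buffer or medium: cells held in DMEM / Benchmarks: control and blank well means / Evaluation: percent signal gain over controls, blank-subtracted / Measured by: luciferase luminescence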
EBV gp42 inh – EBV gp42 inhibition; AID 1085; inhibition, % (tested at 21.74 µM); actives 0.42% (n = 220,000); Q1HVG2; Fluorescence polarization binding assay, mP read-out; in the data active = inhibition above about 50%
Target sequence (Q1HVG2 whole entry, looked up): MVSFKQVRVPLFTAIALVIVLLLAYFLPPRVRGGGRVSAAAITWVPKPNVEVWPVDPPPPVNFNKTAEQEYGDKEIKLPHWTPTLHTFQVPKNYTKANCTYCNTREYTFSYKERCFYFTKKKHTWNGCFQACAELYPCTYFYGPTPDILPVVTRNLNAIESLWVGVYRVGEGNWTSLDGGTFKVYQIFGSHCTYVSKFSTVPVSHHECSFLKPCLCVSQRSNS
KCC2 mod – modulators of human KCC2 chloride dependent transport; Q9H2X9; KCC2 cells, thallium flux FluoZin-2 fluorescence; B-score of Tl+ flux slope (higher = more flux/activation; lower = inhibition) at 10 µM; actives 2.2% (n = 190,000); AID 1456;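 active = thallium flux slope and its plate-corrected score both differing from the plate sample mean at a set confidence after two filtering rounds, in either direction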;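 also: slope of fluorescence scaled to starting intensity during 10 to 20 s after thallium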
eIF4E-4G inh – eIF4E/eIF4G interaction inhibition in translation initiation; P63073+Q04637; TR-FRET eIF4E-eIF4GI(517-606) binding, 2 h; inhibition, % at 21.7 µM; actives 0.37% (n = 220,000);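 active = inhibition above about 30%, limit read from the data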;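 also: 0% = full FRET control wells and 100% = background wells lacking eIF4GI fragment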
Calpain2 inh – inhibitors of pig calpain II | purified calpain II, fluorogenic peptide substrate, 30 min | inhibition, % at 16 µM | actives 0.37% (n = 220,000);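 active = inhibition above about 50%, limit read from the data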
zVAD death inh – L929 zVAD cell death inhibition; L929 zVAD necroptosis rescue, ATP luminescence, 24 h; with zVAD 60 µM; viability rescue, % at 10 µM; actives 0.38% (n = 220,000);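 active = activation, scaled between plate controls, above about 75%, limit read from the data; inactive = activation under that limit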;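 also: 0% = zVAD with DMSO and 100% = DMSO alone without zVAD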
Active calls of the source: *; / = not tested or not shown; [ ] = remark or other dose.

Second line of a record – Rad51 HR inh	PERK inhibitor	TNF necrop inh	MDM2 E3 inh	EBV gp42 inh	KCC2 mod	eIF4E-4G inh	Calpain2 inh	zVAD death inh
> COc1ccc(-c2nc(Cn3c(SCc4ccc(C)cc4)nc4ccncc43)c(C)o2)cc1OC
  0	-0.6	-0.9	1	-1	-0.25	0	-71	0.8
> CC(=O)N1CCc2c(sc(NC(=O)CN3C(=O)CCC3=O)c2C(N)=O)C1
  1	0.2	3.8	-16	-1	0.79	4	-416	3.5
> C/C(=N\NC(=O)C(N)=O)c1ccc(Br)cc1
  11	0.8	0.7	-1	-1	-0.3	-3[fluorescence artefact?]	14	0.4
> C=CCNC(=S)/N=c1\sccn1C
  -2	0.8	-1.2	-16	-8	1	-4	-17	0.2
> CCN(CC)c1ccc(/C=N/NC(=O)c2ccoc2C)c(O)c1
  /	0.3	-16	-41	-13	0.58	3	-22	51
> O=C(c1cccs1)N1CCn2c1nc1ccccc12
  8	0.2	-6.5	-9	-6	0.68	-2	8	1.1
> Cc1cc(NC(=O)c2cc(-c3cccnc3)nc3c(C)c(C)ccc23)no1
  0	-1.3	-1.4	-5	-1	-0.12	3	-322	0.2
> COc1ccc(S(=O)(=O)Nc2cc(C)nn2-c2ccccc2)cc1
  17	0.8	0.6	-1	-28	0.031	-1	-3	0.0
> Cc1ccccc1NC(=O)CS(=O)(=O)c1cn(CC(=O)N2CCOCC2)c2ccccc12
  3	-0.6	-0.2	4	-7	0.13	-1	-22	0.7
> O=C(c1ccc(F)c(S(=O)(=O)N2CCOCC2)c1)N(c1ccccc1)c1ccccn1
  20	1.5	0.8	-2	-1	-0.016	0	-8	0.4
> S=C(NCCc1ccccc1)Nc1ccccc1N1CCOCC1
  4	0.2	-1.6	0	-14	0.081	-1	2	0.9
> CC1(N2CCCCC2)C(=O)c2ccccc2C1=O
  -8	0.5	2.2	-14	-18	1.1	0	3	3.5
> O=C(Nc1nc(-c2cccs2)cs1)c1ccc(Cl)cc1
  -4	0.5	3.2	-10	-2	/	3	11	0.2
> O=C(O)CCc1ccc(-c2ccccc2)n1NC(=O)c1ccco1
  -4	0.9	-1.0	-23	6	/	9[fluorescence artefact?]	-18	-0.2
> Cc1nc2ccc(NC(=O)c3cccnc3)cc2s1
  3	2.0	0.4	-7	-21	-0.29	4	9	0.6
> C=CCNC(=S)NCCO
  -12	0.3	1.3	-7	-5	1.9	5	26	-0.7
> CC1(C)Cc2c(sc(NC(=O)c3ccc4ncsc4c3)c2C(N)=O)C(C)(C)N1
  2	-1.0	1.7	-9	-4	-0.59	2	7	-0.2
> CC1CN(C(=O)C(C)N2CCN(c3cccc(Cl)c3)CC2)CC(C)O1 (configuration not stated)
  -3	0.8	1.8	2	-9	-0.016	4	-5	2.4
> O=C(O)c1cc(S(=O)(=O)NCc2ccco2)c(Cl)cc1Cl
  0	0.0	0.9	-1	-15	0.57	-7[fluorescence artefact?]	-33	0.0
> O=C(Nc1ccccc1C(=O)N1CCOCC1)c1cccnc1
  1	0.5	1.2	-24	-6	-0.049	4	6	-0.6
> COc1cccc(N2CCN(C(=O)CCSCc3ccccc3F)CC2)c1
  0	1.4	-0.4	-4	15	-0.99	-3	16	0.9
> Cc1cc(Cl)ccc1OCCCC(=O)NN
  -2	0.8	11	-5	1	-0.22	-5	-9	1.7
> CSc1ccccc1NC(=O)c1cnccn1
  0	-0.4	-1.6	1	11	3.4*	3	-53	0.0
> CCC(C)(C)NC(=O)C(c1ccccc1)N(C(=O)c1csnn1)C1CC1 (configuration not stated)
  6	-0.1	-1.8	-6	-10	0.75	-1[fluorescence artefact?]	-12	-0.5
> COc1ccc(CNC(=O)C2CCCN2)cc1OC (configuration not stated)
  -5	0.6	0.4	-6	4	0.41	6	-4	10
> Cc1ccc2cccc(SCC(=O)N3CCOCC3)c2n1
  /	0.3	-0.9	-18	3	0.2	2	-181	-0.3
> O=C(/C=C/c1ccc(Cl)cc1)N(Cc1cccs1)C1CCS(=O)(=O)C1 (configuration not stated)
  21	-1.9	3.0	-18	-18	-1.6	5	18	0.9
> Cc1ccc(NC(=O)C2=C(O)CCn3c2nc2ccccc23)cc1
  4	-2.0	-2.0	/	-18	0.95	0	-2	0.0
> O=C(Nc1ccc(Cl)c(Cl)c1)N1CCSCC1
  -7	1.2	2.0	-6	-8	-0.47	-2	-13	0.8
> CCC(=O)Nc1cc2[nH]c(=O)cc(C)c2cc1C
  1	-1.4	2.6	-17	-7	0.057	2	-70	30

Complete entries, looked up by structure:
Profile of Cc1cc(Cl)ccc1OCCCC(=O)NN : Rad51 HR inh: -2; PERK inhibitor: 0.8; TNF necrop inh: 11; MDM2 E3 inh: -5; EBV gp42 inh: 1; KCC2 mod: -0.22; eIF4E-4G inh: -5; Calpain2 inh: -9; zVAD death inh: 1.7
Profile of Cc1ccc(NC(=O)C2=C(O)CCn3c2nc2ccccc23)cc1 : Rad51 HR inh: 4; PERK inhibitor: -2.0; TNF necrop inh: -2.0; MDM2 E3 inh: /; EBV gp42 inh: -18; KCC2 mod: 0.95; eIF4E-4G inh: 0; Calpain2 inh: -2; zVAD death inh: 0.0
Profile of CCC(=O)Nc1cc2[nH]c(=O)cc(C)c2cc1C : Rad51 HR inh: 1; PERK inhibitor: -1.4; TNF necrop inh: 2.6; MDM2 E3 inh: -17; EBV gp42 inh: -7; KCC2 mod: 0.057; eIF4E-4G inh: 2; Calpain2 inh: -70; zVAD death inh: 30

New compounds follow.
Second line of a record – Rad51 HR inh	PERK inhibitor	TNF necrop inh	MDM2 E3 inh	EBV gp42 inh	KCC2 mod	eIF4E-4G inh	Calpain2 inh	zVAD death inh
> Cc1ccnc(SCc2cc(=O)c(OC(=O)c3cccs3)co2)n1
  9	0.7	-1.3	-6	-3	-0.61	-5	-27	3.3
> Cn1cc(C(=O)c2ccc(Cl)cc2Cl)cc1C(=O)N/N=C(\N)COc1ccc(F)cc1
  -12	-1.5	-2.3	-22	-2	-2.1	4[fluorescence artefact?]	-47	0.6
> Cc1ccc(C2CC2c2n[nH]c(=S)n2-c2cccc(C)c2)cc1 (configuration not stated)
  -14	-0.6	-2.4	7	-9	/	1	-7	-0.8
> O=[N+]([O-])c1nn(-c2ccccc2)[n+]([O-])c1N1CCN(c2ccccc2F)CC1
  6	0.0	-0.8	-1	7	-0.34	2	2	-0.4
> CC1=NCCN1S(=O)(=O)c1c(C(C)C)cc(C(C)C)cc1C(C)C
  /	-0.2	0.8	-9	-12	0.46	4	0	0.8
> CC1CCCN(c2ncnc3c2cnn3-c2ccc(Cl)cc2)C1 (configuration not stated)
  0	/	2.3	-86	-11	-0.2	-19	2	-0.1
> N#CC1=C(N)c2ccccc2CC12CCCCC2
  6	1.0	1.3	-8	-3	-1.1	-2[fluorescence artefact?]	31	0.8
> Cc1ccc(S(=O)(=O)c2c(COC(=O)c3ccc(Cl)cc3)c(-c3ccccc3)nn2C)cc1
  3	-0.5	2.2	-3	2	0.025	-1	17	1.2
> S=C(NCc1ccco1)Nc1ccc(Oc2ccccc2)cc1
  /	1.6	-0.5	-16	-11	-2	2	40	0.2
> O=c1cc(O)n(-c2ccc(Cl)cc2)c(=S)[nH]1
  5	0.3	0.8	-8	-8	0.087	-7	-21	-0.4
> COC(=O)CNS(=O)(=O)c1ccc(OC)cc1
  -1	0.6	1.3	4	-19	0.81	3[fluorescence artefact?]	3	0.1
> COc1ccc(CCNC(=O)C2CCCN(Cc3nc(-c4ccccc4C)oc3C)C2)cc1OC (configuration not stated)
  /	-1.8	-2.3	3	-13	/	4	1	-0.1
> COc1ccc(OC)c(NC(=O)c2ccc(NS(C)(=O)=O)cc2)c1
  8	0.4	1.5	-7	-11	-0.034	-2	-55	-0.4
> O=C(NCCCN1CCCCCC1)C1CCCN(S(=O)(=O)c2cccc3nsnc23)C1 (configuration not stated)
  /	0.8	0.7	/	-7	-0.12	1	-7	-0.1
> NC(=O)c1ccc(Cc2ncc(C(F)(F)F)cc2Cl)s1
  6	1.1	-1.7	-2	2	/	2	-17	0.2
> O=C1CC(Cc2ccccc2)C(=O)N1c1ccc(Cl)cn1 (configuration not stated)
  4	0.9	1.8	-31	-6	-0.24	-2	17	1.6
> O=C(NC1CCCC1)C1CCC(=O)N1C1CCCC1 (configuration not stated)
  4	0.6	-1.5	-6	-8	/	-5	-16	0.6
> CC(Sc1ccccc1)C(=O)Nc1cccc(N(C)S(C)(=O)=O)c1 (configuration not stated)
  -2	0.4	-0.5	3	-19	-0.2	4	17	0.6
> COc1ccc(-c2cc(C(F)(F)F)c(C#N)c(SCC(=O)Nc3nc(C)co3)n2)cc1
  5	1.5	-2.7	2	-31	/	6[fluorescence artefact?]	-330	0.0
> CC1COc2ccccc2N1S(=O)(=O)c1ccccc1 (configuration not stated)
  15	1.1	-0.2	-21	-8	-1.1	5	-7	0.4
> Cc1cccc(-n2nc3c(c2NC(=O)c2ccc(Br)o2)CSC3)c1
  -1	-2.0	0.1	-6	-32	/	3	-48	0.0
> O=[N+]([O-])c1ccc2cn(-c3ccccc3)nc2c1
  11	1.4	0.6	-3	-1	-1.2	6	16	0.4
> Cc1occc1C(=O)NNC(=O)c1ccccc1Br
  9	-0.3	0.8	-6	-8	1	-37	21	-0.2
> Cn1c(NNC(=O)c2ccc(C(C)(C)C)cc2)cc(=O)n(C)c1=O
  4	1.1	2.2	-5	8	0.28	1	9	0.8
> CCC(CC)C(=O)Nc1cccc(-c2nc3ccccc3o2)c1
  8	-1.4	-0.3	-13	10	-1.1	-13	-431	0.1
> CCN(CC)CC(=O)Nn1c(C)nc2c(ncn2-c2ccccc2)c1=O
  4	1.7	3.6	-4	-19	1.4	0	4	0.3
> CCN(C(=O)CSc1nncn1-c1ccccc1)c1c(N)n(Cc2ccccc2)c(=O)[nH]c1=O
  /	0.6	2.5	/	-40	-0.34	2	9	0.7
> CC(C)(C)S(=O)(=O)c1cnc(-c2ccccn2)nc1N
  11	1.4	3.9	-16	-12	0.56	9	-2	0.6
> COC(=O)/C=C(\Oc1ccccc1)C1(O)CCCCC1
  /	0.4	-0.2	-12	-17	0.29	4	18	0.0
> COc1cc(C(=O)Nc2ccc(S(=O)(=O)NC(C)C)cc2)cc(OC)c1OC
  4	-0.6	0.6	-3	2	-0.58	1	22	0.1

2 entries from above, with each value named:
> COc1ccc(CCNC(=O)C2CCCN(Cc3nc(-c4ccccc4C)oc3C)C2)cc1OC (configuration not stated)
  Rad51 HR inh = /
  PERK inhibitor = -1.8
  TNF necrop inh = -2.3
  MDM2 E3 inh = 3
  EBV gp42 inh = -13
  KCC2 mod = /
  eIF4E-4G inh = 4
  Calpain2 inh = 1
  zVAD death inh = -0.1

> C=CCNC(=S)NCCO
  Rad51 HR inh = -12
  PERK inhibitor = 0.3
  TNF necrop inh = 1.3
  MDM2 E3 inh = -7
  EBV gp42 inh = -5
  KCC2 mod = 1.9
  eIF4E-4G inh = 5
  Calpain2 inh = 26
  zVAD death inh = -0.7
